M1 ag parental: counter-screen for M1 agonists: effect in parental CHO-K1 cells; Fluo-8 calcium fluorescence; scaled to maximal ATP response, vehicle zero; activation, % at 3 µM; 360,000 compounds, 0.48% hits; in the data active means activation above about 15%;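 further: untransfected CHO-K1 host cells lacking M1 receptor as counterscreen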
CHO-K1 Ca antag: counter-screen for M1 antagonists: effect in parental CHO-K1 cells. ATP-induced calcium, Fluo-8 fluorescence. inhibition, % at 3 µM. 360,000 compounds, 0.6% hits;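 active means inhibition above a per-plate cutoff, the plate's mean sample inhibition plus 3 SD, cut at about 24% in these data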;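 further: 0% = DMSO plus EC80 ATP and 100% = DMSO alone without ATP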
CHRM1 PAM: positive allosteric modulators of human M1 muscarinic receptor | P11229 | CHO-K1 hM1, Fluo-8 calcium fluorescence, ACh EC20; 0% = ACh EC20, 100% = maximal ACh | activation, % at 3 µM | 360,000 compounds, 0.088% hits; in the data active means activation above about 19%, passing the limit was not always enough
Target sequence (P11229 whole entry, looked up): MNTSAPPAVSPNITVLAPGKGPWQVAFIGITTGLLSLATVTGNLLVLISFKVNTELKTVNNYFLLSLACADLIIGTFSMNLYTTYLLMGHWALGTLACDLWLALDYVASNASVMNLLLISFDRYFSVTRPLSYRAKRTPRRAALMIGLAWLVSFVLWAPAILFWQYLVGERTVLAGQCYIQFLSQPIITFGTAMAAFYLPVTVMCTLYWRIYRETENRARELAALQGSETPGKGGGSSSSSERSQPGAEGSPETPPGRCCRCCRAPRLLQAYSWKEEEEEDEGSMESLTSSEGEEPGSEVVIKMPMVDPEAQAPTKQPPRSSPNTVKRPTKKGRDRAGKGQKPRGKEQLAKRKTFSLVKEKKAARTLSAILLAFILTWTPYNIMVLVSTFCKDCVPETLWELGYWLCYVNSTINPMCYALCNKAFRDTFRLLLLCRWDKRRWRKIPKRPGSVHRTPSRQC
CHO parental Ca: counter-screen: ATP calcium response change in parental CHO cells | parental CHO-K1, ATP-induced calcium, Fluo-8 fluorescence | inhibition, % at 5.6 µM | 330,000 compounds, 0.63% hits | AID 463079;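 active means inhibition above that plate's mean sample inhibition plus 3 SD, cut at about 26% in these data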;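 further: 0% = ATP-challenged DMSO wells and 100% = DMSO wells without ATP; some compounds past the cut are filed as inactive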
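Test system: parental CHO cells; detection: calcium-sensitive Fluo-8 fluorescence; evaluation: percent inhibition of calcium signal; also added: ATP as calcium-mobilizing challenge; repeats: one well per compound; control set: ATP-challenged DMSO wells low, unchallenged DMSO wells high; compound: single nominal dose of 5.6 µM per compound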
TAAR1 antagonist: antagonists of human TAAR1 | CHO RD-HGA16 TAAR1, Fluo-8 calcium fluorescence, antagonist | Q96RJ0 | 360,000 compounds, 1.5% hits | inhibition, % at 3 µM;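 active means inhibition above a per-plate cutoff, the mean inhibition of test compounds on that plate plus 3 SD, cut at about 49% in these data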;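 further: 0% = DMSO plus EC80 beta-PEA response and 100% = DMSO alone without agonist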
Target sequence (Q96RJ0 whole entry, looked up): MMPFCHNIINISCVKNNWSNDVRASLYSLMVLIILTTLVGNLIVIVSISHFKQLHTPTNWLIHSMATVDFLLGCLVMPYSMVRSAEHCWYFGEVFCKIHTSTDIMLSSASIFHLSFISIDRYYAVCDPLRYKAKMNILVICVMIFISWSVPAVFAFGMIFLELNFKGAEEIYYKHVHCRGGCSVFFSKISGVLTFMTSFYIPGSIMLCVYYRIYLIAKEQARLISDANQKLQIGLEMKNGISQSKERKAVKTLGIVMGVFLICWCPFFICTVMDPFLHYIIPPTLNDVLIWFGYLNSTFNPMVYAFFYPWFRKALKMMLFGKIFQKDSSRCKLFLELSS
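Test system – hTAAR1-expressing CHO RD-HGA16 cells, Gα16-coupled · Also added – β-PEA at EC80 concentration, post-compound challenge · Compound – 3 µM, single point · Incubation – dye loading 75 min at 37 °C, then 30 min room temperature · Measured by – Fluo-8 intracellular calcium dye fluorescence, real-time kinetic reads · Benchmarks – vehicle and agonist controls · Replicates – singlicate, one well per test compound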
CHRM1 agonist: agonists of human M1 muscarinic receptor; CHO-K1 hM1, Fluo-8 calcium fluorescence, agonist mode; 0% DMSO, 100% acetylcholine EC100; activation, % at 3 µM; AID 588814; P11229; 360,000 compounds, 0.33% hits;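 active means activation above the run's mean compound activation plus 3 SD, cut at about 16% in these data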;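 further: peak over basal fluorescence ratio within a 140 s kinetic read after compound addition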
M1 antag: human CHRM1 antagonism | P11229 | 360,000 compounds, 1.3% hits | CHO-K1 hM1, Fluo-8 calcium fluorescence, ACh EC80 antagonist | inhibition, % at 3 µM;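 active means percent inhibition above its own plate's cutoff, namely the mean of that plate's compound wells plus 3 SD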;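 further: peak over basal fluorescence ratio during 140 s after agonist addition; 0% = ACh EC80 plus DMSO and 100% = DMSO alone without agonist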
TAAR1 ag: agonists of human TAAR1 | 360,000 compounds, 0.99% hits | CHO RD-HGA16 TAAR1, Fluo-8 calcium fluorescence; vehicle wells 0%, saturating PEA agonist 100% | Q96RJ0 | activation, % at 3 µM;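 active means activation above the mean activation of all test compounds in the run plus 3 SD, cut at about 38% in these data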
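Repeats: no replicates (n 1) | Material: CHO-derived RD-HGA16 cells with stable Gα16 and human TAAR1 | Technique: Kinetic Fluo-8 calcium fluorescence | Schedule: 17-24 h seeding, 75 min 37 °C dye, 30 min RT | Evaluation: % activation from peak over basal fluorescence ratio, DMSO-to-PEA scaled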
M1 PAM parental: M1 PAM counterscreen hit in parental CHO-K1 cells | activation, % at 3 µM | AID 602247 | ATP EC20, Fluo-8 calcium fluorescence; 0% at ATP EC20, 100% at ATP max | 360,000 compounds, 0.02% hits;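 active means activation above the run cutoff, the mean activation of all test compounds plus 3 SD, cut at about 40% in these data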;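 further: peak over basal fluorescence ratio in a 140 s read after ATP addition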
* hit, by the source's call; . = not tested or not shown.

Order of values – M1 ag parental, CHO-K1 Ca antag, CHRM1 PAM, CHO parental Ca, TAAR1 antagonist, CHRM1 agonist, M1 antag, TAAR1 ag, M1 PAM parental
1	COC(=O)[C@]1(C)N[C@H](CN(C)C(C)=O)[C@@H]2C(=O)N(Cc3ccccc3)C(=O)[C@@H]21
 : 0.1, -13.2, 6.7, -7.1, -10.7, -0.4, -10.5, 1.3, 2.6
2	CN(c1ccc(C(=O)NC2CCCC2)cc1)S(=O)(=O)c1ccc(Cl)cc1
 : 1.1, -1.2, 14.3, -6.4, -5.0, -0.6, -9.2, 1.1, 2.6
3	CCCN1C(=O)C(Cc2nc3ccccc3c(=O)n2-c2ccccc2)c2cc(C)ccc21 (stereo not given)
 : 0.1, 0.4, 4.9, -17.3, -15.5, 1.2, 1.0, 13.8, -0.7
4	Cc1ccc(NC(=O)Cn2cccc2)cc1Cl
 : 1.4, 6.1, -4.3, -6.8, ., -3.0, 8.9, ., 2.6
5	O=C(Nc1ccccn1)C1CCN(S(=O)(=O)c2ccccc2)CC1
 : 0.5, -9.6, 4.9, -11.8, 0.4, -1.6, -7.0, 8.4, -8.3
6	COc1ccccc1CNc1nc(NCc2ccccc2SC)c2sccc2n1
 : 6.6, 14.0, -21.5, ., 43.1, -3.2, 37.5*, 7.3, -2.4
7	COc1cc(NC(=O)Cc2c(C(=O)O)n(C)c3ccccc23)cc(OC)c1OC
 : 0.5, 3.1, 3.5, -8.3, -1.6, -2.1, -1.0, 17.1, 0.8
8	Cc1ccc(Oc2ncccc2C(=O)NC2CCSC2=O)cc1 (stereo not given)
 : -0.3, 4.6, 12.0, -14.4, -7.0, -3.5, -11.1, 8.3, -5.6
9	C=CCn1c(SCC(=O)Nc2cccnc2Cl)nnc1-c1ccc(C(C)(C)C)cc1
 : 6.2, -4.1, 10.2, -7.9, -21.3, -4.1, -1.6, 0.5, 22.7
10	CC(/C=N/NC(=O)c1cccc(F)c1)=C\c1ccccc1
 : 2.0, -11.6, 10.1, -17.2, 1.0, -1.4, -14.3, -0.4, 10.5
11	CCCc1cc(C(=O)NC(C)C2CCCO2)cs1 (stereo not given)
 : 0.5, 9.1, 1.7, -19.2, -3.3, -4.2, 4.5, 2.7, -8.6
12	CCN(Cc1ccccc1)C(=O)c1oc2ccc(C)cc2c1C
 : 0.9, -10.8, 19.9, 15.8, -22.8, -1.6, -21.5, -1.1, 15.2
13	CC(=O)c1ccc2c(c1)N(Cc1ccccc1Cl)C(=O)C(C)S2 (stereo not given)
 : -0.8, -0.6, -12.0, ., -23.9, -9.3, 10.8, 0.7, -5.0
14	C=CCn1c(C)cc(C(=O)CSc2nc3ccccc3c(=O)[nH]2)c1C
 : 11.3, 5.4, -19.4, 55.3*, 67.1*, 8.6, -0.2, 16.6, -0.1
15	CSc1ccccc1OCc1cc(C(=O)NCCn2nc(C)cc2C)no1
 : 6.4, 4.9, 6.2, 9.9, 33.5, -1.1, -1.6, 7.3, -9.7
16	COc1ccc(CNC(=O)CCCn2nc(C)c3c(C)n(-c4ccc(C)cc4)nc3c2=O)cc1
 : -1.0, -21.3, 0.5, -30.3, 3.2, -6.0, -8.1, 0.7, 3.9
17	O=C(Nc1cccnc1)c1cc(-c2ccc(Cl)cc2Cl)on1
 : 0.5, -24.3, 7.6, -11.2, -24.7, -5.0, -0.5, 4.7, 11.2
18	COCCN(C(=O)COC(=O)C12CC3CC(CC(O)(C3)C1)C2)c1c(N)n(Cc2ccccc2)c(=O)[nH]c1=O
 : 1.1, -8.2, 9.8, ., -9.7, -0.8, -16.0, 2.3, 19.3
19	COc1cccc(CC(=O)OCC(=O)NC2(C#N)CCCC2)c1
 : 0.0, 2.0, -1.8, -5.6, 5.9, -3.1, 6.9, 3.5, -12.9
20	O=[N+]([O-])c1ccc(Cl)c(/C=N/n2c(COc3ccccc3)n[nH]c2=S)c1
 : 0.6, 1.2, 1.1, 0.5, 16.8, -2.1, 3.0, -0.5, 14.1
21	Cc1cccc(C)c1OCC(=O)Nc1ccc(S(=O)(=O)Nc2ccccn2)cc1
 : 0.1, -2.2, 0.4, -9.7, -16.8, -5.9, -0.9, 7.3, -6.2
22	O=C(COC(=O)c1ccccc1Br)NC1CCCCCCC1
 : -0.7, -7.8, 5.8, -32.2, 5.0, -5.6, -15.4, 5.9, 3.9
23	COc1ccc2cc[nH]c2c1
 : 1.0, -5.9, 13.1, 6.6, -20.9, 0.0, -10.8, 0.8, 16.1
24	CCOc1cccc(C=NCCc2ccc(OC)c(OC)c2)c1O
 : 0.2, -17.3, 4.4, -0.8, -0.1, -0.8, -11.0, 15.7, 6.6
25	CC(C)OC(=O)c1ccc(NC(=O)c2ccccc2)cc1
 : 1.9, 7.2, 1.1, -5.2, -0.2, -2.6, 6.7, 8.9, -10.1
26	O=C(Cn1nc(-c2ccccc2Cl)ccc1=O)Nc1ccc(Br)cc1
 : 0.3, -5.1, -0.7, -4.1, 8.9, -2.4, 6.6, 1.3, 8.2
27	O=C(CCCn1c(SCc2cccc([N+](=O)[O-])c2)nc2ccccc2c1=O)NCC1CCCO1 (stereo not given)
 : 4.2, -20.7, -0.7, -24.7, 41.9, -4.8, 7.6, 7.3, 26.8
28	OCCNCc1ccc(-c2ccccc2)cc1
 : 0.1, 5.3, 2.9, -3.2, -4.7, -7.6, -4.7, 13.6, 2.2
29	O=C(c1ccc2c(=O)n(Cc3ccc(Cl)cc3)c(=S)[nH]c2c1)N1CCCC1
 : 0.0, -3.2, 5.0, -4.3, 1.2, 0.5, -2.1, 0.8, -10.1
30	CSC(C1CCCC1)n1nnc2ccccc21 (stereo not given)
 : -0.7, -4.6, -1.7, -10.2, -3.0, -9.7, 6.1, 11.4, -0.5
31	CCN(CC(=O)Nc1c(F)cccc1F)C(=O)CCCc1cccs1
 : 0.2, 10.5, 10.3, -6.1, 0.8, 1.8, -8.3, 12.6, 12.9
32	O=C(NCCSc1ncc(-c2ccccc2)[nH]1)c1ccco1
 : 0.3, -4.2, 7.9, 3.9, -4.0, -3.1, -9.9, 0.1, -2.7
33	O=C(/C=C/c1ccco1)Nc1ccc(S(=O)(=O)N2CCOCC2)cc1
 : 0.2, -1.5, -2.5, 5.7, 19.2, -6.4, 6.8, 1.3, 0.4
34	COc1ccc(NS(=O)(=O)c2cccc(NC(=O)COc3ccccc3[N+](=O)[O-])c2)cc1
 : 6.9, -8.1, -13.8, 1.7, 39.4, 4.2, 16.2, 10.9, 4.2
35	O=C(Nc1ccc(-c2nc3ccccc3o2)cc1)c1cccnc1
 : 4.8, 6.6, -3.0, -0.1, 50.5*, 9.2, -17.4, 30.8, 0.9
36	O=C(C1CCC1)N1CCN(c2ccc(Cl)cc2)CC1
 : 2.2, 0.6, 17.3, ., -15.0, -0.3, -16.4, 0.0, 13.8
37	CC(=O)Nc1ccc(NC(=O)C(C)OC(=O)CSc2ccc(Br)cc2C)cc1 (stereo not given)
 : 1.3, 5.7, 6.5, -30.0, -13.6, -1.6, -0.6, 5.2, 5.0
38	O=[N+]([O-])c1cnc(N2CCCCC2)c([N+](=O)[O-])c1
 : 0.5, -7.9, 8.8, 3.3, 4.5, -7.1, -1.8, -0.9, 22.5
39	CCC(C)(C)n1nnnc1C(c1ccc2ncccc2c1)N1CCCCCC1 (stereo not given)
 : -0.5, -7.2, 3.4, -10.5, -1.5, -6.6, -0.7, 3.5, 14.4
40	Cc1ccc(NC(=O)COC(=O)[C@@H]2CC(O)CN2S(=O)(=O)c2ccc3c(c2)OCCO3)cc1 (stereo not given in full)
 : 0.5, -7.4, 7.0, -5.0, 4.0, -3.3, -6.6, 3.0, 9.3
41	COC(=O)c1ccc2c(c1)NC(=O)c1ccccc1S2
 : 3.6, -11.0, 4.6, -4.4, -24.9, 1.2, -6.4, 14.7, 11.2
42	COc1cccc(NC(=O)CN2C(=O)CSc3nc(C)cc(C)c32)c1
 : -0.2, -8.0, -4.7, -13.4, -18.7, 0.1, -2.6, 2.5, -1.8
43	COc1cc2c(cc1NC(=O)c1cc(-c3ccncc3)nc3ccc(C)cc13)oc1ccccc12
 : 0.0, -24.7, 2.7, -20.6, 17.0, -2.6, -3.6, 0.2, 1.4

Twelve structures out of the list, arranged by molar mass, highest first.
Order of values – M1 ag parental, CHO-K1 Ca antag, CHRM1 PAM, CHO parental Ca, TAAR1 antagonist, CHRM1 agonist, M1 antag, TAAR1 ag, M1 PAM parental
9	C=CCn1c(SCC(=O)Nc2cccnc2Cl)nnc1-c1ccc(C(C)(C)C)cc1
 : 6.2, -4.1, 10.2, -7.9, -21.3, -4.1, -1.6, 0.5, 22.7
26	O=C(Cn1nc(-c2ccccc2Cl)ccc1=O)Nc1ccc(Br)cc1
 : 0.3, -5.1, -0.7, -4.1, 8.9, -2.4, 6.6, 1.3, 8.2
7	COc1cc(NC(=O)Cc2c(C(=O)O)n(C)c3ccccc23)cc(OC)c1OC
 : 0.5, 3.1, 3.5, -8.3, -1.6, -2.1, -1.0, 17.1, 0.8
15	CSc1ccccc1OCc1cc(C(=O)NCCn2nc(C)cc2C)no1
 : 6.4, 4.9, 6.2, 9.9, 33.5, -1.1, -1.6, 7.3, -9.7
22	O=C(COC(=O)c1ccccc1Br)NC1CCCCCCC1
 : -0.7, -7.8, 5.8, -32.2, 5.0, -5.6, -15.4, 5.9, 3.9
31	CCN(CC(=O)Nc1c(F)cccc1F)C(=O)CCCc1cccs1
 : 0.2, 10.5, 10.3, -6.1, 0.8, 1.8, -8.3, 12.6, 12.9
42	COc1cccc(NC(=O)CN2C(=O)CSc3nc(C)cc(C)c32)c1
 : -0.2, -8.0, -4.7, -13.4, -18.7, 0.1, -2.6, 2.5, -1.8
8	Cc1ccc(Oc2ncccc2C(=O)NC2CCSC2=O)cc1 (stereo not given)
 : -0.3, 4.6, 12.0, -14.4, -7.0, -3.5, -11.1, 8.3, -5.6
25	CC(C)OC(=O)c1ccc(NC(=O)c2ccccc2)cc1
 : 1.9, 7.2, 1.1, -5.2, -0.2, -2.6, 6.7, 8.9, -10.1
36	O=C(C1CCC1)N1CCN(c2ccc(Cl)cc2)CC1
 : 2.2, 0.6, 17.3, ., -15.0, -0.3, -16.4, 0.0, 13.8
38	O=[N+]([O-])c1cnc(N2CCCCC2)c([N+](=O)[O-])c1
 : 0.5, -7.9, 8.8, 3.3, 4.5, -7.1, -1.8, -0.9, 22.5
23	COc1ccc2cc[nH]c2c1
 : 1.0, -5.9, 13.1, 6.6, -20.9, 0.0, -10.8, 0.8, 16.1
